Screens deposited in PubChem by National Center for Advancing Translational Sciences (NCATS).
PTHR1 ag – PTHR1 (human) receptor agonism. Q03431. HEK293 GP2 PTHR1 cells, GloSensor cAMP luminescence, 1 h. Potency, µM (doses to about 115 µM), for inactives: at the top dose activation, actives largely listed as activators. 410,000 tested, 0.075% active; further: potency means the concentration at half of the fitted maximal effect; nearly all actives have a fitted effect of over 55% in size; some results filed as inactive show a strong effect at the top dose; inactives centre near -15; many of its hits are not listed in these tables
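HEK-293-derived GP2 cells expressing PTHR1 and a GloSensor cAMP reporter, 3,000/well, plated overnight, given luciferin plus IBMX (each 0.5 mM as added) for 1 h at 37 °C, then compound for 1 h at 37 °C. Luminescence was read after 15 min at room temperature.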
GLP-1R agonist – agonists of human GLP-1 receptor | HEK293 GLP-1R CRE-luciferase, luminescence, 4-6 h; cells express a hypersensitive GLP-1R form | Potency, µM (doses to about 45.6 µM), without a hit: at the highest dose activation, most hits filed as activators | 380,000 tested, 0.007% active; further: potency means the concentration at half of the fitted maximal effect; % of control where 0% means no effect
Target sequence (P43220 whole entry, looked up): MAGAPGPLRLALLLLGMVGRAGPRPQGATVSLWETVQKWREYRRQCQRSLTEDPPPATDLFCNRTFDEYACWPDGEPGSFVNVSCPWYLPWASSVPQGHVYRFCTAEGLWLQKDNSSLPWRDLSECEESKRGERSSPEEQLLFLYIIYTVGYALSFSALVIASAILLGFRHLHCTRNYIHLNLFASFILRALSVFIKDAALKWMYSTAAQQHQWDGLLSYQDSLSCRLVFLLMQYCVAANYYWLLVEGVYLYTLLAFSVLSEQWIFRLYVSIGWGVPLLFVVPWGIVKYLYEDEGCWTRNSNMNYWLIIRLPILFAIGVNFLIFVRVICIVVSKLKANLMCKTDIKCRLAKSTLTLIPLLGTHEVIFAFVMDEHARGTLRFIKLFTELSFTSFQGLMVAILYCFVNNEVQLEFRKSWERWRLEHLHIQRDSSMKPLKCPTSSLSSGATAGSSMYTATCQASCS
EPAC1 antagonist – antagonists of human EPAC1. O95398. 360,000 tested, 0.14% active. Potency, µM (top dose mostly 115 µM), without a hit: top-dose activity change, negative = inhibition, actives largely listed as inhibitors. EPAC1 GEF assay, Rap1b-BODIPY-GDP exchange fluorescence;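 further: potency means the concentration at half of the fitted maximal effect; plate controls were vehicle for no effect and positive control for full effect; nearly all actives have a fitted effect of over 50% in size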
HEK293 tox – cytotoxic in the GLP-1 receptor inverse agonist counter-screen; HEK293 cAMP-luciferase reporter cells, luminescence, 24 h; Potency, µM (top dose mostly 38.3 µM), inactives show at the highest dose activity change, negative = inhibition, actives largely listed as inhibitors; 410,000 tested, 0.13% active; AID 624418;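 further: loss of luciferase light is scored as toxicity; potency means the concentration at half of the fitted maximal effect; on the % scale 0 is the no-effect control and ±100 the full control effect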
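Luminescence readout: signal drop marks cytotoxicity. Plated cells grew 12 h at 37 °C, 5% CO2, received 23 nL compound for 24 h, then got luciferase reagent, read after 12 min at RT.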
IL-2 act – activators of IL-2; IL-2 activation reporter assay, cell-based qHTS; stimulated with anti-CD3/CD4/CD28 beads; in transgenic mouse T cells; activation, % (series mostly up to about 46 µM); 360,000 tested, 0.065% active; AID 652025; in the data active means activation above about 50%; inconclusive means mostly about 30% to 49%; further: 0% is about no effect
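Using fluorescent plate cytometry, EGFP and DsRed are detected in transgenic mouse T cells stimulated 18 h at 37 degrees C with antibody-coated beads after 60 min compound pretreatment.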
EPAC1 agonist – EPAC1 (human) agonism; 360,000 tested, 0.073% active; EPAC1 agonist qHTS, biochemical assay; response scale: 100% = response to 6.5 mM cAMP; O95398; AID 720707; Potency, µM (series often up to 154 µM), for the others: at the top dose activation, most hits filed as activators; further: potency means the concentration at half of the fitted maximal effect; nearly all actives have a fitted effect of over 60% in size
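Multi-concentration qHTS readout: loss of Rap1B-bound BODIPY-GDP fluorescence driven by 100 nM EPAC1 with excess GDP (50 uM), monitored kinetically at room temperature; agonist response expressed relative to 6.5 mM cAMP.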
PLK1 PBD block – PLK1 (human) polo-box domain binding inhibition | Potency, µM, for the others: max response, negative = inhibition, usual class: inhibitors | P53350 | 360,000 tested, 2.8% active | AID 720504 | Plk1 PBD binding of FITC phosphopeptide, fluorescence polarization; further: potency means the concentration at half of the fitted maximal effect; series mostly up to about 57 µM; on the % scale 0 is the no-effect control and ±100 the full control effect; nearly all actives have a fitted effect of over 65% in size
Target sequence (P53350 whole entry, looked up, the tested form may be a part): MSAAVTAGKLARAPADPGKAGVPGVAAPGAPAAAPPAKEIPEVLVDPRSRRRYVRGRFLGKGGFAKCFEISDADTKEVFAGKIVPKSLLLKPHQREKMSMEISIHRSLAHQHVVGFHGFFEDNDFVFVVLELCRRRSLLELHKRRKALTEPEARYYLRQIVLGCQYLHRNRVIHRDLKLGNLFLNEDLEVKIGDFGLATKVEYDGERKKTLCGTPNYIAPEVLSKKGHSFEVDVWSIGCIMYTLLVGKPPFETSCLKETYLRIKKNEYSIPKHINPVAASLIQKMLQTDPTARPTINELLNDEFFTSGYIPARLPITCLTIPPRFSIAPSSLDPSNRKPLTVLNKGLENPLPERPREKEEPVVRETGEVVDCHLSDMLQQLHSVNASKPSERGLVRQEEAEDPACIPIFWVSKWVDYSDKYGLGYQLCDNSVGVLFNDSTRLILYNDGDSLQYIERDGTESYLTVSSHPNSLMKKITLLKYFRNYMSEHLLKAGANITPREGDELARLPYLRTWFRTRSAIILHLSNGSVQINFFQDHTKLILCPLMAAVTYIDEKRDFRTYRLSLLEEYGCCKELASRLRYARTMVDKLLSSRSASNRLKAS
PI5P4K alpha inh – inhibitors of human PI5P4K alpha | P48426 | PI5P4Kalpha enzyme, ADP-Glo luminescence, 60 min; stronger effect = lower value | max response, % | 330,000 tested, 1.2% active | AID 652105; active means max response of -50% or lower; inconclusive means between -30% and -50%; inactive means -30% or higher; further: value at the top dose of about 77 µM; on the % scale 0 is the no-effect control and ±100 the full control effect
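Controls without substrate or without enzyme flank wells where PI5P4Kalpha converts substrate using 5 microM ATP (final). Incubation lasts 60 minutes at room temperature; ADP formed is read by ADP-Glo luminescence.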
GLP1R inv ag – GLP-1 receptor (human) inverse agonism; HEK293 GLP-1R CRE-luciferase, luminescence, 24 h; GLP-1R form is constitutively active; Potency, µM (top dose mostly 38.3 µM), inactives show top-dose activity change, negative = inhibition, usual class: inhibitors; P43220; 410,000 tested, 1.6% active; AID 624417; further: potency means the concentration at half of the fitted maximal effect; on the % scale 0 is the no-effect control and ±100 the full control effect; nearly all actives have a fitted effect of over 55% in size
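Readout was luciferase luminescence, measured 12 min after detection reagent at room temperature. Beforehand, GLP-1R reporter HEK293 cells had sat 12 h, then received compounds for 24 hr at 37 deg C.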
* hit, by the source's call; i = inactive; ? = inconclusive; · = no result given; [ ] = remark or other dose. Unless noted, the call rests on the fitted dose curve; in most records, active means well fitted curve in the direction sought with a large enough effect; inconclusive means small, poorly fitted or top-dose-only effect, or another doubt; inactive means no such curve, though single readings can be large; an effect the other way counts as inactive or inconclusive. A portion of the library (hit frequency here may not be typical).

SMILES	PTHR1 ag	GLP-1R agonist	EPAC1 antagonist	HEK293 tox	IL-2 act	EPAC1 agonist	PLK1 PBD block	PI5P4K alpha inh	GLP1R inv ag
Cc1cc(C)c2[nH]c(=S)cc(C)c2c1	i	-3.5%	-9.9%	-15.7%	0.7	5.1%	?	-4.6	0.8%
Cc1ccc(C(=O)NCC(=O)Nc2cccc(C(F)(F)F)c2)cc1	i	-19.4%	-2.2%	-9.2%	-3.8	-3.3%	1.2%	2.1	-19.0%
O=C(NCc1ccc2c(c1)OCO2)c1c(O)c2cccc3c2n(c1=O)CCC3	i	-3.1%	-4.1%	13.2%	-0.3	4.0%	-5.7%	5.3	7.2%
COC(=O)c1[nH]c2ccc(F)cc2c1NC(=O)CCN1CC(C)OC(C)C1 (stereo not given)	-5.3%[57.5 µM]	-6.4%	-16.5%	2.6%	3.1	13.7%	-5.8%	-5.5	-14.5%
CN1CCN(C(c2ccccc2)c2ccc(Cl)cc2)CC1 (stereo not given)	3.8%	-0.5%	-5.2%	-26.6%	-0.3	-4.6%	-14.9%	-51.9*	?
O=C(Nc1ccccc1N1CCOCC1)c1ccc2c(c1)C(=O)N(Cc1ccncc1)C2=O	18.6%	0.9%	0.0%	12.0%	1.1	5.0%	-12.2%	0.8	3.2%
CCOC(=O)N1CCN(C(=O)Cc2ccccc2[N+](=O)[O-])CC1	-23.3%	3.5%	-1.1%	4.8%	0.4	16.4%	-13.1%	-1.6	1.1%
CC(=O)Nc1cccc(/C(C)=N/NC(=O)c2cccc(S(=O)(=O)N3CCCC3)c2)c1	-4.8%	13.9%	10.1%	5.4%	-0.8	11.7%	-10.0%	-12.9	-2.8%
Cc1cc(C)n2ncc(C(=O)O)c2n1	i	-4.0%	9.3%	7.2%[0.307 µM]	0.1	-3.5%	-2.1%	2.6	-6.0%[0.307 µM]
O=C(COc1ccc(Cl)cc1)NCc1nnc(SCC(=O)Nc2ccc3c(c2)OCCO3)o1	i	2.2%	0.6%	0.4%	-0.2	9.4%	?	-5.7	1.2%
CCOc1ccc(-n2c(SCC(=O)Nc3ccc(OC)cc3OC)nc3c(c2=O)SCC3)cc1	i	6.0%	15.2%	-14.0%	-2.7	8.5%	-3.9%	-1.6	-5.0%
Cc1ccsc1C(C(=O)NC(C)(C)C)N(Cc1ccco1)C(=O)c1csnn1 (stereo not given)	i	10.6%	-12.8%	3.3%	-0.5	10.6%	-4.9%	9.2	1.4%

Single values from the results shown.
O=C(NCc1ccc2c(c1)OCO2)c1c(O)c2cccc3c2n(c1=O)CCC3 @ GLP-1R agonist: -3.1%
O=C(COc1ccc(Cl)cc1)NCc1nnc(SCC(=O)Nc2ccc3c(c2)OCCO3)o1 @ IL-2 act: -0.2
CN1CCN(C(c2ccccc2)c2ccc(Cl)cc2)CC1 (stereo not given) @ GLP-1R agonist: -0.5%
COC(=O)c1[nH]c2ccc(F)cc2c1NC(=O)CCN1CC(C)OC(C)C1 (stereo not given) @ HEK293 tox: 2.6%
CC(=O)Nc1cccc(/C(C)=N/NC(=O)c2cccc(S(=O)(=O)N3CCCC3)c2)c1 @ PLK1 PBD block: -10.0%

The listing picks up with the 2 entries that preceded the break.
SMILES	PTHR1 ag	GLP-1R agonist	EPAC1 antagonist	HEK293 tox	IL-2 act	EPAC1 agonist	PLK1 PBD block	PI5P4K alpha inh	GLP1R inv ag
CCOc1ccc(-n2c(SCC(=O)Nc3ccc(OC)cc3OC)nc3c(c2=O)SCC3)cc1	i	6.0%	15.2%	-14.0%	-2.7	8.5%	-3.9%	-1.6	-5.0%
Cc1ccsc1C(C(=O)NC(C)(C)C)N(Cc1ccco1)C(=O)c1csnn1 (stereo not given)	i	10.6%	-12.8%	3.3%	-0.5	10.6%	-4.9%	9.2	1.4%
CC(C)CCN1CC(O)=C(c2nc(-c3ccc(Cl)cc3)cs2)C1=N	i	-20.6%	1.5%	-9.4%	0.2	0.0%	3.3%	-5.2	20.0%
Fc1ccc(Nc2ccc(-c3ccc(F)cc3)nn2)cc1	-15.8%	20.3%	-10.8%	-11.4%	-0.9	-2.1%	3.2%	1.3	9.4%
Cc1cc(C(=O)NCc2ccc(C(=O)O)o2)c(C)o1	i	-7.9%	2.6%	-6.2%	-0.2	-2.8%	-15.9%	·	-1.8%
O=C1OCc2ccc(NC(=O)C3CC3)cc21	i	0.2%	-35.3%	1.9%	-2.5	13.3%	-7.2%	4.2	23.4%
CC1=NN(C(N)=S)C(C)(C)C1	i	2.9%	4.7%	0.4%	-0.2	19.6%	0.7%	8.4	1.6%
CCc1cc2cc3c(cc2nc1SCC(=O)OC(C)C)OCO3	-22.0%	8.6%	-24.2%	-4.0%	-0.3	-5.6%	-9.0%	11.7	?
CCC(C)CN1C(=O)CN(S(C)(=O)=O)CC1(C)C(=O)NCc1ccccc1 (stereo not given)	-23.3%	·	10.9%	2.9%	0.0	-6.2%	0.8%	-2.7	25.4%
O=C1/C(=C/c2ccccc2F)SC(=S)N1CC(=O)N1CCCCC1c1cccnc1 (stereo not given)	-19.6%	-5.9%	-10.4%	?	-1.1	-7.8%	-8.5%	-0.5	?
COc1cc(Cl)ccc1OCc1cc(C(=O)N2CC[C@@H]3CCCC[C@H]3C2)no1	-25.3%	14.4%	-10.6%	-5.1%	-1.3	0.2%	-11.3%	-0.1	?
O=C(CCn1c(=O)c2ccccc2n(CC(=O)NCCC2=CCCCC2)c1=O)NCc1ccco1	i	1.4%	7.6%	-3.5%	0.5	-5.6%	-6.0%	7.5	1.0%
CC(=O)NCCNC(=O)C1(C)Cc2c(-c3ccccc3)ccnc2O1 (stereo not given)	-12.3%	-6.4%	-2.5%	-2.9%	0.1	-8.5%	-6.4%	2.2	28.4%
O=C1c2ccccc2C(=O)N1c1nccs1	-37.2%	10.0%	-2.9%	5.4%	-0.2	8.0%	6.7%	-1.9	6.9%
O=C(O)c1cc(NC(=S)NC(=O)C(c2ccccc2)c2ccccc2)ccc1Cl	-5.5%	-2.7%	?	-11.1%	0.1	-1.6%	67µM*	-2.8	0.4%
Cc1ccc(S(=O)(=O)N2CCN(C3CC(=O)N(c4ccc(F)cc4)C3=O)CC2)cc1C (stereo not given)	-7.4%	-2.2%	-12.0%	-4.4%	0.6	6.6%	-10.4%	-0.9	1.2%
COCCCNC(=O)C(F)(F)C(F)(F)C(=O)NCCCOC	i	-18.4%	1.2%	-1.4%	1.3	2.7%	-7.3%	-2.6	-2.3%
Cn1c(SCC(=O)N(C2CCCCC2)C2CCCCC2)nnc1-c1cccs1	-15.9%[57.5 µM]	-0.3%	-0.7%	?	-1.1	-6.5%	-0.2%	·	?
CC(NC(=O)c1ccc2c(c1)N(Cc1ccc(Cl)cc1)C(=O)c1ccccc1S2=O)c1ccccc1 (stereo not given)	-9.9%	-2.5%	·	2.9%	·	·	·	·	-19.0%
COc1ccc(N2C(=O)CC(N3CCN(c4ccccc4)CC3)C2=O)cc1 (stereo not given)	-18.7%	0.0%	3.5%	3.6%	0.6	-2.1%	0.7%	-1.1	12.5%
O=C(Cn1cnnn1)OCC(=O)c1ccc(Cl)s1	-1.6%	-13.9%	-3.9%	0.6%	4.2	0.0%	-29.1%	-66.2*	-3.8%
COc1ccc2c(c1)Cc1sc(NC(=O)c3ccco3)nc1-2	-6.0%[57.5 µM]	-8.6%	-2.4%	-15.7%	-0.1	8.1%	?	-28.0	1.3%
CC(=O)c1cccc(NC(=O)[C@@H](NC(N)=O)C(C)C)c1	i	-1.0%	-11.1%	-8.1%	-1.9	-2.1%	4.4%	1.6	8.4%
OC(CNCc1ccco1)Cn1c2ccc(Br)cc2c2cc(Br)ccc21 (stereo not given)	?	3.6%	-20.7%	?	-1.4	9.2%	-5.6%	·	?
CC(C)Cc1nnc(NS(=O)(=O)c2ccc([N+](=O)[O-])cc2)s1	i	-2.9%	-13.9%	-4.4%	0.5	-1.0%	-18.0%	0.8	-2.1%
O=C(/C=C/c1ccc2c(c1)OCO2)c1ccco1	-27.6%	-5.5%	-0.5%	-28.2%	-2.7	7.4%	-6.0%	-14.0	4.1%

Next part (2 carried over from the part before).
SMILES	PTHR1 ag	GLP-1R agonist	EPAC1 antagonist	HEK293 tox	IL-2 act	EPAC1 agonist	PLK1 PBD block	PI5P4K alpha inh	GLP1R inv ag
CC(C)Cc1nnc(NS(=O)(=O)c2ccc([N+](=O)[O-])cc2)s1	i	-2.9%	-13.9%	-4.4%	0.5	-1.0%	-18.0%	0.8	-2.1%
O=C(/C=C/c1ccc2c(c1)OCO2)c1ccco1	-27.6%	-5.5%	-0.5%	-28.2%	-2.7	7.4%	-6.0%	-14.0	4.1%
O=C(Cn1cnc2c(nnn2Cc2ccc(F)cc2)c1=O)NCc1ccc2c(c1)OCO2	-20.7%	-15.0%	-6.5%	5.7%	0.1	1.5%	-11.2%	3.7	?
CCCn1c(NC(=O)CN2C(=O)NC3(CCCC3)C2=O)nc2ccccc21	-7.5%	7.3%	-1.3%	7.6%	-0.1	-4.1%	-5.2%	0.5	0.1%
C=CCn1c(CCC(O)COCCC)n[nH]c1=S (stereo not given)	-59.3%[inhibitor]	-0.1%	8.4%	-13.4%	-0.7	-4.3%	-9.1%	-6.1	?
CC(c1ccc(Br)cc1)N1CC23C=CC(O2)C(C(=O)O)C3C1=O (stereo not given)	-0.6%	-4.8%	4.4%	-9.0%	0.4	5.1%	-2.8%	-2.2	0.7%
CCN(Cc1ccccc1)S(=O)(=O)c1cc(C(=O)O)ccc1OC	-11.2%	-0.4%	-15.8%	-4.9%	0.2	-0.2%	-2.4%	-11.7	10.1%
COc1ccc(CNc2nc(=S)[nH]c3cc(OC)c(OC)cc23)cc1	i	7.0%	-7.9%	-17.1%	2.3	10.5%	-9.1%	1.1	17.8%
COc1ccc(C(=O)COC(=O)CCN2C(=O)C3C4CC(C(Br)C4Br)C3C2=O)cc1 (stereo not given)	i	2.6%	15.2%	-15.8%	-0.5	-4.5%	-2.3%	2.1	2.9%
CCCCCNC(=O)c1[nH]c(C(F)(F)F)nc1-c1ccccc1	i	-1.5%	1.2%	-4.4%	0.1	-4.4%	3.3%	2.7	-5.5%
